Rab9 prom act = Rab9 promoter activation. hit rate 2.8% among 320,000. Potency, µM (series often up to 9.22 µM), without a hit: at the top dose activation, negative = inhibition, actives largely listed as activators. Huh7 Rab9 promoter-luciferase reporter, luminescence, 24 h; also: potency is read from the fitted curve at half-maximal effect; % of control where 0% means no effect; nearly all actives have a fitted effect of over 60% in size
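Huh7 cells stably carrying a Rab9 promoter-luciferase reporter, 1500 cells per well in OP-MEM I with 10% FBS, treated with compound 24 hours at 37C. Luciferase activity read by luminescence after 10 minutes with Amplite reagent.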
uPA generation = blocks generation of uPA at the cell surface; cell surface uPA generation assay, qHTS; Potency, µM (series often up to 38.3 µM), without a hit: at the top dose activity change, negative = inhibition, actives largely listed as inhibitors; hit rate 0.31% among 330,000; active = well fitted inhibition curve with a large enough effect; inconclusive = small, poorly fitted or top-dose-only effect; inactive = no such curve, though single readings can be large or run the other way; tested in mouse RAW 264.7 cells; also: potency is read from the fitted curve at half-maximal effect; % is scaled to controls: 0 for no effect and ±100 for the full control effect; nearly all actives have a fitted effect of over 55% in size
Gal4-VP16 FLuc = inhibits Gal4-VP16 luciferase reporter, ROR gamma counter-screen; AID 2546; Drosophila S2 Gal4-VP16 UAS-luciferase, luminescence, 20 h; hit rate 3.5% among 310,000; Potency, µM (titrated, usually from 53.6 µM), for inactives: at the top dose activity, negative = inhibition, actives largely listed as inhibitors;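 also: Gal4-VP16 expression switched on by copper sulfate through the metallothionein promoter; potency is read from the fitted curve at half-maximal effect; % is scaled to controls: 0 for no effect and ±100 for the full control effect; nearly all actives have a fitted effect of over 50% in size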
FLuc counter = inhibits or activates purified firefly luciferase, miR-21 counter-screen | P08659 | purified FLuc, Km substrates, luminescence inhibition | Potency, µM (titrated, usually from 57.5 µM), for inactives: at the highest dose activity change, negative = inhibition, usual class: inhibitors | hit rate 6.9% among 360,000;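 also: potency is read from the fitted curve at half-maximal effect; plate controls were vehicle for no effect and reference inhibitor for full effect; nearly all actives have a fitted effect of over 55% in size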
Target sequence (P08659 whole entry, looked up): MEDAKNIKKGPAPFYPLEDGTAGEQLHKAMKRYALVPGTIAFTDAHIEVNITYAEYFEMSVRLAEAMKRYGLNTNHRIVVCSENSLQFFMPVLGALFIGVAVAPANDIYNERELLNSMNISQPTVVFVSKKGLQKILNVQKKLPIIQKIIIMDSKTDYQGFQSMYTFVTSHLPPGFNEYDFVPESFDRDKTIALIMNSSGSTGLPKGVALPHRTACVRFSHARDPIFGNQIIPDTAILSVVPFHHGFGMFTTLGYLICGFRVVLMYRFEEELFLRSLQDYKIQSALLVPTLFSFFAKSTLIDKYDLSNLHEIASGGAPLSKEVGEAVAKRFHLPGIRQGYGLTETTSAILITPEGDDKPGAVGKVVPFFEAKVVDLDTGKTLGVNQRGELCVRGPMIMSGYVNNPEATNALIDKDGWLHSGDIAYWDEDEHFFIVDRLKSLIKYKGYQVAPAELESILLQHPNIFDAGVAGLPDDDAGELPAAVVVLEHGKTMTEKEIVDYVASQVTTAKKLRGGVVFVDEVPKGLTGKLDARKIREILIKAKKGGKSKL
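Biochemical qHTS of compounds, final roughly 60 µM downward over six points, against 10 nM purified firefly luciferase using Km concentrations of substrates (10 uM D-luciferin, 10 uM ATP) in Tris acetate pH 7.5 buffer; luminescence output.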
ELG1 genotoxic = induces genotoxicity in HEK293T cells with luciferase-tagged ELG1. HEK293T ELG1-luciferase reporter, luminescence, 16 h. Potency, µM (series often up to 46 µM), for inactives: at the highest dose activity change, positive = activation, most hits filed as activators. hit rate 1.3% among 330,000. AID 504466; also: potency is read from the fitted curve at half-maximal effect; % of control where 0% means no effect; nearly all actives have a fitted effect of over 60% in size
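DMSO vehicle served as control against compound-treated ELG1-luciferase HEK293T cells; exposure lasted 16 hr at 37 °C and 5% CO2, followed by ONE-Glo luminescence detection after 30 min.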
Giardia kill = Giardia lamblia killing | Giardia lamblia trophozoite viability | AID 540267 | hit rate 0.15% among 340,000 | activity change, % at 7.66 µM, hits read low; in the data active = activity change below about -80%; inconclusive = between about -30% and that limit;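 also: parasites exposed to compound for two days anaerobically before the ATP read; % is scaled to controls: 0 for no effect and ±100 for the full control effect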
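Trophozoites 100 cells/well + cpd; 48 hrs, 37 deg C, anaerobic. ATPLite 1-Step added, 15-30 min RT, luminescence read (ATP-based viability).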
Coupling enz = counter-screen for Giardia aldolase inhibitors: coupling enzyme system. coupling enzyme system counterscreen, AmpLite Red fluorescence. activity change, negative = inhibition, % at 58.2 µM, hits read low. hit rate 0.67% among 290,000. AID 2472; in the data active = activity change below about -30%; also: % is scaled to controls: 0 for no effect and ±100 for the full control effect
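Activity here indicates interference with the coupling reaction, not aldolase inhibition. Compounds at 57.5 uM final met coupling enzymes for 10 min at RT; substrate and AmpLite Red detection followed, with a 525/598 nm fluorescence read after 20 min.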
RORgamma inh = ROR gamma (mouse) transcription inhibition | P51450 | Potency, µM (top dose mostly 53.6 µM), for inactives: at the top dose activity change, negative = inhibition, usual class: inhibitors | hit rate 5.4% among 310,000 | Drosophila S2 Gal4-RORgamma UAS-luciferase reporter, 20 h; also: potency is read from the fitted curve at half-maximal effect; % is scaled to controls: 0 for no effect and ±100 for the full control effect; nearly all actives have a fitted effect of over 60% in size
Target sequence (P51450 whole entry, looked up, the tested form may be a part): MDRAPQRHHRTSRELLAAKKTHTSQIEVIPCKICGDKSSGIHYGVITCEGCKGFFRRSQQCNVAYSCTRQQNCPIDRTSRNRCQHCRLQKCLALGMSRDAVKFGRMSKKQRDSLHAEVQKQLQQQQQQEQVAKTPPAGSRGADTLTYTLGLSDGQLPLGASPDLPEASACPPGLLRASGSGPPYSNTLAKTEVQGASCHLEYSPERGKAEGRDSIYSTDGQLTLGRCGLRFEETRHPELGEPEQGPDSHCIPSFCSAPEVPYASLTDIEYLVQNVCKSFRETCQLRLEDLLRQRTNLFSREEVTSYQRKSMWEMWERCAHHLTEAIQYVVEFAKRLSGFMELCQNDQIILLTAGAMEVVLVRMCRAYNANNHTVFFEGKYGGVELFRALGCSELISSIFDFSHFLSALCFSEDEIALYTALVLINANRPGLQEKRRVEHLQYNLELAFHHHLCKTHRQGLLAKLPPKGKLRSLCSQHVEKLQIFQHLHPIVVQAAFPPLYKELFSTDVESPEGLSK
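A Gal4/UAS one-hybrid system in insect cells: metallothionein-promoter Gal4–ROR gamma fusion plus Photinus luciferase reporter. Copper sulfate 700 uM final, 20 hr ambient incubation, luminescent detection after 10 min with reagent.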
KCNH2 3.1 inh = blocks the human KCNH2 3.1 channel isoform; hit rate 0.95% among 340,000; activity change, % (tested at about 1.8 µM); U2OS KCNH2 3.1, thallium flux FluxOr; stronger effect = lower value;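 active = maximum activity change below -70%; inconclusive = maximum activity change from -70% to -50%; inactive = maximum activity change above -50%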;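 also: thallium influx rate constant from kinetic fluorescence after stimulation buffer; % is scaled to controls: 0 for no effect and ±100 for the full control effect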
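Steps: virus added to U2OS suspension (4 h, RT, dark); medium with 10% FBS added, cells plated, 37 C overnight; FluxOr/Red40 loading buffer 45 min RT; stimulation buffer, 2 min kinetic read; rate constant normalized.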
Tb PFK inh = inhibitors of T. brucei phosphofructokinase; O15648; Potency, µM (top dose mostly 57.5 µM), for the others: at the top dose activity, negative = inhibition, hits mostly inhibitors; T. brucei PFK, ADP-Glo luminescence; hit rate 0.17% among 330,000;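 also: potency is read from the fitted curve at half-maximal effect; 0% = uninhibited 1x PFK enzyme wells and -100% = no-enzyme wells; nearly all actives have a fitted effect of over 60% in size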
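1.25 nM PFK with 0.5 mM F6P and 0.1 mM ATP in 0.1 M TEA pH 8.0, 5 mM MgCl2, incubated 45 min at room temperature; ADP measured by ADP-Glo luminescence; compounds titrated up to 57 uM.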
NPC1 prom act = activates the NPC1 promoter; Huh7 NPC1 promoter luciferase reporter, 24 h; Potency, µM (titrated, usually from 9.22 µM), inactives show at the top dose activation, hits mostly activators; hit rate 2.4% among 320,000; AID 485313;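 also: potency is read from the fitted curve at half-maximal effect; % of control where 0% means no effect; nearly all actives have a fitted effect of over 60% in size; reporter is driven by a mutant NPC1 promoter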
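Luminescence from an NPC1 promoter-driven luciferase reporter in stably transfected Huh7 cells was measured after 24 h compound treatment at 37 °C, followed by 10 min ambient incubation with luciferase detection reagent.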
Active calls of the source: *; ? = inconclusive; nt = no result given; & = joins results of further samples; [ ] = remark or other dose. Unless noted, calls follow the shape of the dose curve; as a rule, active = well fitted curve in the direction sought with a large enough effect; inconclusive = small, poorly fitted or top-dose-only effect, or another doubt; inactive = no such curve, though single readings can be large; an effect the other way counts as inactive or inconclusive.

SMILES	Rab9 prom act	uPA generation	Gal4-VP16 FLuc	FLuc counter	ELG1 genotoxic	Giardia kill	Coupling enz	RORgamma inh	KCNH2 3.1 inh	Tb PFK inh	NPC1 prom act
CCc1nc(SCc2ccccc2C)n[nH]1	6%	4%	-7%	-13%	0%	-8	-2	35%	0	1%	12%
CCOC(=O)C1=C(C)NC(=S)NC1c1ccc(C)s1 (stereo not given)	-12%	-1%	?	1%	3%	8	0	8.9µM*	4	0%	0%
COc1cc(OC)c2c(c1C(CCN1CCOCC1)c1ccc(N(C)C)cc1)OC(=O)CC2c1ccc(N(C)C)cc1 (stereo not given)	0%	?	-9%&-20%	1%	0%	-17&-30	-1&-3	?	15	-1%	-5%
COc1ccc(NC(=O)c2cc(-c3ccco3)nc3ccccc23)cc1S(=O)(=O)N1CCOCC1	1%	-7%	-19%	?	-4%	8	-11	24%	14	0%	0%
COc1ccccc1CN(C)c1ccc(S(=O)(=O)N2CCN(C)CC2)cn1	17%	6%	nt	2%	0%	-20	nt	nt	11	-7%	1%
CCCOC(=O)c1ccc(Oc2c(-c3ccc(OC)cc3O)n[nH]c2C)cc1	1%	3%	?	2%	-5%	-3	-2	7.1µM*	-5	1%	-1%
O=C(Nc1ccc(Cl)c(C(F)(F)F)c1)C1CCCN(S(=O)(=O)c2cnc[nH]2)C1 (stereo not given)	-15%	nt	?	2%	-4%	8	-2	?	-7	-28%	-6%
Cc1cc(C)c(NC(=O)Cn2nnc(C(=O)NCc3ccc4c(c3)OCO4)c2N)c(C)c1	6%	36%[activator]	-5%	1%	-1%[9.26 µM]	-7	0	-2%	4	-3%	4%
CCOc1ccccc1OCCCOc1ccc([N+](=O)[O-])cc1Cl	0%	7%	-5%	9.5µM*	0%	-5	0	9%	-42	2%	-4%
CC1(C)CC(NC(=O)COc2ccc([N+](=O)[O-])cc2)CC(C)(C)N1	-3%	-3%	-7%	0%	-1%	-6	2	12%	-21	-6%	-2%
O=[N+]([O-])c1ccc(SCc2ccncc2)nc1	-3%	47%[activator]	-10%	3%	1%	?	1	11%	3	?	-7%
COc1ccc(N2CCN(C(=O)COC(=O)CCOc3ccccc3C)CC2)cc1	2%	3%	nt	1%	2%	-13	nt	nt	7	-10%	0%
CCN(CC)CCNc1nc2ccccc2n1C	-7%	0%	0%	2%	-1%	-14	1	-31%	-8	0%	-4%
CCCCCn1c(CNC(C)=O)nc2ccccc21	-5%	1%	9%	0%	-2%	3	2	-14%	-1	0%	0%
COc1ccc(CCNC(=O)C(C)n2nc(C)n3c(cc4occc43)c2=O)cc1OC (stereo not given)	0%	-9%	0%	3%	2%	-30	nt	10%	11	-5%	3%
CCOC(=O)Cc1c(C)nc2c(C#N)c(C)nn2c1C	-4%	1%	8%	1%	2%	-1	3	?	5	0%	0%
Cc1ccc(-c2nn(-c3ccccc3)cc2CN(Cc2ccccc2)C(=O)CCC(=O)O)o1	-3%	0%	?	-1%	0%	-5	3	?	10	-7%	-3%
COc1ccccc1NC(=O)CN1CCN(c2ccccn2)CC1	19%	nt	-15%	3%	1%	3	2	2%	8	3%	-2%
COc1cccc(C(=O)CN2C3=NCCCN3c3ccccc32)c1	-5%	-3%	1%	5%	-1%	-2	0	-13%	-93*	-11%	1%
CC(Oc1ccccc1)C(=O)N1CCN(c2ncccn2)CC1 (stereo not given)	-3%	6%	nt	0%	1%	19	nt	nt	-1	0%	2%
Cn1cc(C=C2C(=O)OC3(CCCCC3)OC2=O)c2ccccc21	-1%	3%	-6%	-13%	-2%	3	-3	?	1	-2%	3%
O=S(=O)(c1ccc2c(c1)C(O)c1ccccc1CC2)C(F)(F)F (stereo not given)	-6%	-17%	nt	-5%	-2%	-14	nt	nt	nt	3%	-1%
COc1cccc(NC(=O)CN(C)CC(=O)NCc2ccc3c(c2)OCO3)c1	1%	14%	nt	-2%	1%	19	nt	nt	21	2%	-3%
CC(CN1CCNCC1)(NS(=O)(=O)c1ccccc1)c1ccccc1 (stereo not given)	-5%	-14%	-3%	-1%	-1%	-19	1	19%	-10	0%	0%
Cc1ccc(C(c2sc3ncnn3c2O)N2CCCCC2)cc1 (stereo not given)	27%	-21%	20%	-20%	12%	0	-1	?	6	0%	15%

Following part.
SMILES	Rab9 prom act	uPA generation	Gal4-VP16 FLuc	FLuc counter	ELG1 genotoxic	Giardia kill	Coupling enz	RORgamma inh	KCNH2 3.1 inh	Tb PFK inh	NPC1 prom act
CC1=C(C(N)=O)C(c2ccncc2)n2nc(-c3ccccc3Cl)nc2N1 (stereo not given)	3%	-23%	-5%	4%	2%	7	1	-18%	-6	1%	-6%
CCOC(=O)c1c(Cc2ccc(Cl)cc2)c[nH]c1C	?	1%	-17%	19µM*	?	6	-1	?	-18	1%	?
Cc1ccccc1C(=O)N1CCC(C(=O)Nc2ccccc2N2CCCC2)CC1	2%	2%	nt	6%	2%	35[activator]	nt	nt	7	-8%	5%
Cc1ccc(C)c(C(=O)Nc2nc3ccccc3[nH]2)c1	27%	-11%	-4%	-5%	-6%	-4	-1	-30%	-7	-5%	27%
COc1ccc(C2C(C#N)C(C#N)N3CCCN23)cc1 (stereo not given)	0%	-6%	2%	1%	2%	14	nt	-2%	9	1%	-2%
O=C(COC(=O)c1ccc(Cl)nc1)NCCNC(=O)COC(=O)c1ccc(Cl)nc1	-6%	-9%	nt	-2%	0%	-15	nt	nt	1	3%	-3%
COc1ccc(C(=O)Nc2nnc(SCC(=O)NC3CCCC3)s2)c(OC)c1	0.1µM*	?	?	0.54µM*	2.9µM*	?	-1	3.2µM*	14	-4%	0.1µM*
CC(C)CCN(C(=S)Nc1cccc(F)c1)C(C)c1cccs1 (stereo not given)	2%	4%	?	-3%	-11%	-2	-2	20µM*	-30	-4%	-8%
COc1ccc(/C=C(/NC(=O)c2ccc([N+](=O)[O-])cc2)C(=O)NCCCN(C)C)cc1	-5%	nt	8%	2%	0%	-6	1	-8%	?	-7%	1%
Cc1nc2ccccc2c2oc(C(=O)NCCN3CCCCC3C)cc12 (stereo not given)	0%	-10%	1%	5%	8%	43[activator]	1	-18%	7	0%	-1%
C/C(=N\NC(=O)CC1N=C(Cc2ccccc2)NNC1=O)c1ccc(C)cc1 (stereo not given)	1%	-9%	-5%	1%	1%	-10	0	23%	11	4%	-3%
CCOC(=O)CC(c1ccc(N)cc1)n1c(C)ccc1C (stereo not given)	6%	-4%	27%	-1%	12%	-9	-1	1%	8	0%	-3%
C=CCn1cnc2c(nnn2Cc2ccc(F)cc2)c1=O	-11%	?	0%	-1%	1%	2	5	5%	29	-5%	-3%
CCOc1ccc(NC(=S)N2CCC(c3nc4ccccc4[nH]3)CC2)cc1	-7%	-30%	-9%	-1%	-1%	-11	1	-1%	2	-2%	-8%
Fc1ccc(Cn2cccc2C2=NC(c3ccccc3)CO2)cc1 (stereo not given)	4%	4%	-8%	?	12%	10	-2	26%	-8	-5%	0%
O=C(Nc1ccc(F)cc1)NC1CCN(Cc2c(F)cccc2Cl)CC1	1%	2%	-6%	3%	-9%	-5	-1	26%	10	0%	-2%
Cc1cc(-c2ccco2)n2c(nc3ccccc32)c1C#N	-4%	1%	-1%	1%	-7%	14	3	-35%	1	-4%	-14%
O=C(CCSCCc1ccccn1)Nc1cccc([N+](=O)[O-])c1	1%	-1%	1%	-8%	3%	0	-6	28%	-21	-11%	1%

Sorted by SMILES length (ascending): 6 of the compounds above.
SMILES	Rab9 prom act	uPA generation	Gal4-VP16 FLuc	FLuc counter	ELG1 genotoxic	Giardia kill	Coupling enz	RORgamma inh	KCNH2 3.1 inh	Tb PFK inh	NPC1 prom act
C=CCn1cnc2c(nnn2Cc2ccc(F)cc2)c1=O	-11%	?	0%	-1%	1%	2	5	5%	29	-5%	-3%
CCOC(=O)CC(c1ccc(N)cc1)n1c(C)ccc1C (stereo not given)	6%	-4%	27%	-1%	12%	-9	-1	1%	8	0%	-3%
CC(C)CCN(C(=S)Nc1cccc(F)c1)C(C)c1cccs1 (stereo not given)	2%	4%	?	-3%	-11%	-2	-2	20µM*	-30	-4%	-8%
CCOc1ccc(NC(=S)N2CCC(c3nc4ccccc4[nH]3)CC2)cc1	-7%	-30%	-9%	-1%	-1%	-11	1	-1%	2	-2%	-8%
CC1=C(C(N)=O)C(c2ccncc2)n2nc(-c3ccccc3Cl)nc2N1 (stereo not given)	3%	-23%	-5%	4%	2%	7	1	-18%	-6	1%	-6%
C/C(=N\NC(=O)CC1N=C(Cc2ccccc2)NNC1=O)c1ccc(C)cc1 (stereo not given)	1%	-9%	-5%	1%	1%	-10	0	23%	11	4%	-3%

Screens from PubChem.
